Screens deposited in PubChem BioAssay by Broad Institute.
Pf Dd2 inh = blocks growth of Plasmodium falciparum Dd2 parasites | P. falciparum Dd2 growth, SYBR Green, 72 h; active compounds read low | activity change, % at 10 µM | hit rate 2.3% among 94,000 | AID 1159554; in the data active means activity change below about -80%
T cruzi growth = T. cruzi proliferation inhibition. T. cruzi beta-gal in NIH3T3, GalScreen luminescence, 90 h. inhibition, % at 8.34 µM. hit rate 5.9% among 77,000. AID 624255;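 active means mean inhibition above about 93%, with at least 55% of replicates each passing it, limit read from the data, passing the limit was not always enough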
C diff HTS = blocks growth of Clostridium difficile; Clostridium difficile clinical isolate growth, OD600, 24 h; active compounds read low; growth activity, negative = inhibition, % at 16 µg/mL (by protocol); hit rate 0.25% among 86,000;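 active means mean growth activity at or below -80% and every replicate also at or below -80%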;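 further: 0% = DMSO wells and -100% = levofloxacin 16 µg/mL wells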
GASC1 inh = blocks human GASC-1 (KDM4C) demethylase activity; GST-KDM4C 2-372, H3K9me3 peptide, LANCE TR-FRET; Q9H3R0; hit rate 0.15% among 96,000; inhibition, % at 12.5 µM;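 active means mean replicate inhibition above about 25%, with at least 55% of replicates also reaching it, limit read from the data, passing the limit was not always enough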
Target sequence (Q9H3R0 2-372 limits assumed): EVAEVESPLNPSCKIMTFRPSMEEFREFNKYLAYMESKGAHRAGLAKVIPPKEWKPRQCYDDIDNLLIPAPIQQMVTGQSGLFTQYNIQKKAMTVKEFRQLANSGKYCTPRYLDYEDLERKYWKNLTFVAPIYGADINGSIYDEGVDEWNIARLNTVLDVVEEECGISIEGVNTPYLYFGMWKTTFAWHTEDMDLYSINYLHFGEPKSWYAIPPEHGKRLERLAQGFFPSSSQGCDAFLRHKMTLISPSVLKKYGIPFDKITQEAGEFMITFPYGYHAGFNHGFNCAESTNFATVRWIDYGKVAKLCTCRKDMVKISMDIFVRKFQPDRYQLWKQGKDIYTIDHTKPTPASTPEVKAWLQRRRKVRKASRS
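System: N-terminal GST-fused human GASC-1 (KDM4C) fragment, residues 2-372; amount: enzyme final amount 10 nM; incubation: reaction 30 min RT, detection step 1 h RT; medium: HEPES buffer, pH 7.5, plus ascorbate; technique: LANCE TR-FRET, Eu antibody, ULight-streptavidin, EDTA, ex 340 nm, em 618/671 nm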
* hit, by the source's call; & = joins results of further samples.

`C[C@@H]1CN([C@H](C)CO)C(=O)c2cccc(NS(=O)(=O)c3cccs3)c2O[C@@H]1CN(C)Cc1ccc(Cl)c(Cl)c1` gave Pf Dd2 inh 4, T cruzi growth 46, C diff HTS 2 and GASC1 inh -0.4.
`COc1ccc(NC(=O)Nc2ccc3c(c2)[C@H]2C[C@@H](CC(=O)N[C@@H](C)c4ccccc4)O[C@@H](CO)[C@H]2O3)cc1` gave Pf Dd2 inh -3, T cruzi growth -16, C diff HTS -7 and GASC1 inh 0.4.
For COc1ccc(NC(=O)Nc2ccc3c(c2)C(=O)N([C@@H](C)CO)C[C@@H](C)[C@@H](CN(C)C)O3)cc1 the results were Pf Dd2 inh 21, T cruzi growth 23, C diff HTS -2 and GASC1 inh 0.5.
Screening C/C=C/c1ccc([C@@H]2[C@H](CO)N(C(=O)CC)C23CN(CCC(F)(F)F)C3)cc1 returned Pf Dd2 inh -32, C diff HTS 2 and GASC1 inh -0.7.
`CC(C)C#Cc1ccc([C@@H]2[C@@H](CO)N3C(=O)CN(C(=O)NC4CCCCC4)C[C@H]23)cc1` gave Pf Dd2 inh -7, C diff HTS -18 and GASC1 inh 1.2.
CCCC(=O)Nc1ccc2c(c1)C(=O)N(C)C[C@H](OC)[C@@H](C)CN(Cc1ccc(-c3ccccn3)cc1)[C@H](C)CO2 was read as Pf Dd2 inh -3 and GASC1 inh 1.5.
For C[C@@H]1CN([C@H](C)CO)C(=O)c2cc(C#CC3(O)CCCC3)cnc2O[C@H]1CN(C)Cc1ccccc1 the results were Pf Dd2 inh 6, T cruzi growth -9, C diff HTS -2 and GASC1 inh 2.1.
O=C(C[C@H]1C=C[C@H](NC(=O)C2CCOCC2)[C@@H](CO)O1)NCc1ccccc1Cl was read as Pf Dd2 inh 17, C diff HTS -5 and GASC1 inh -0.8.
CN(C)C(=O)c1ccc(-c2ccc([C@H]3[C@H]4CN(C(=O)C5CCC5)CCCCN4[C@H]3CO)cc2)cc1 was read as Pf Dd2 inh 3, T cruzi growth 33 and C diff HTS -8.
Screening CCC(=O)N1C[C@H](C)[C@@H](OC)CN(C)C(=O)c2ccc(NC(=O)Nc3ccc(Cl)cc3)cc2OC[C@@H]1C returned Pf Dd2 inh -12, C diff HTS 6 and GASC1 inh 0.6.
OC[C@@H]1[C@@H](c2ccccc2)C2(CN(CC3CC3)C2)N1Cc1ccc(F)cc1 was read as Pf Dd2 inh -88*, C diff HTS 18 and GASC1 inh 2.3.
For CCC(=O)N1CCCCN2[C@H](CO)[C@H](c3ccc(-c4cccnc4)cc3)[C@H]2C1 the results were Pf Dd2 inh -69, T cruzi growth 114*, C diff HTS 2 and GASC1 inh 0.5.
For C[C@H](CO)N1C[C@H](C)[C@H](CN(C)C)Oc2ccc(NC(=O)Nc3cccc4ccccc34)cc2C1=O the results were Pf Dd2 inh -25, T cruzi growth 9, C diff HTS 0 and GASC1 inh 17.
For C[C@@H]1CN([C@H](C)CO)C(=O)c2cccc(NC(=O)c3ccc(-c4nccs4)cc3)c2O[C@@H]1CN(C)S(C)(=O)=O the results were Pf Dd2 inh -5, T cruzi growth 0, C diff HTS -8 and GASC1 inh -0.8.
For COc1ccc(S(=O)(=O)Nc2cccc3c2O[C@H](CN(C)Cc2ccc(-c4ccccc4)cc2)[C@H](C)CN([C@H](C)CO)C3=O)cc1 the results were Pf Dd2 inh -46, T cruzi growth 49, C diff HTS 16 and GASC1 inh -2.7.
`CO[C@@H]1CN(C)C(=O)c2cc(NC(=O)C3CC3)ccc2OC[C@H](C)N(C(=O)c2ccncc2)C[C@H]1C` gave Pf Dd2 inh 33, T cruzi growth 24 and GASC1 inh 5.4.
`Cc1ccccc1-c1ccc([C@H]2[C@@H](CO)N3CCCCN(S(=O)(=O)c4cn(C)cn4)C[C@H]23)cc1` gave Pf Dd2 inh 17, T cruzi growth 102*, C diff HTS -10 and GASC1 inh -0.2.
Screening COCC(=O)Nc1ccc2c(c1)OC[C@@H](C)N(Cc1cccc(F)c1)C[C@@H](C)[C@H](OC)CN(C)C2=O returned Pf Dd2 inh -75, T cruzi growth 35 and GASC1 inh 1.3.
`C[C@@H](NC(=O)C[C@H]1C=C[C@@H](NC(=O)CN2CCOCC2)[C@@H](CO)O1)c1ccccc1` gave Pf Dd2 inh -9, T cruzi growth 4 and GASC1 inh -0.9.
`O=C(C[C@H]1C[C@H]2c3cc(NC(=O)c4ccc5c(c4)OCO5)ccc3O[C@H]2[C@H](CO)O1)NCc1cccnc1` gave Pf Dd2 inh 1, T cruzi growth -40 and GASC1 inh -2.8.
`O=C(C[C@@H]1C=C[C@H](NC(=O)C2CCC2)[C@@H](CO)O1)NCCCN1CCOCC1` gave Pf Dd2 inh 17, T cruzi growth -33 and GASC1 inh -0.8.
For C[C@@H]1CCCCO[C@H](CN(C)C)[C@H](C)CN([C@@H](C)CO)C(=O)c2cc(NC(=O)c3ccncc3)ccc2O1 the results were Pf Dd2 inh 27, T cruzi growth 32, C diff HTS -5 and GASC1 inh 1.1.
Screening C[C@H]1CCCCO[C@@H](CN(C)C(=O)Nc2ccc(F)cc2)[C@@H](C)CN([C@@H](C)CO)C(=O)c2cc(NC(=O)C3CCCCC3)ccc2O1 returned Pf Dd2 inh -63, T cruzi growth 72, C diff HTS -2 and GASC1 inh -3.1.
For CCCC(=O)Nc1ccc2c(c1)OC[C@H](C)N(C(=O)c1ccccc1F)C[C@H](C)[C@H](OC)CN(C)C2=O the results were T cruzi growth 18 and GASC1 inh -0.9.
C[C@H]1CN([C@@H](C)CO)C(=O)Cc2cc(NC(=O)Nc3ccc4c(c3)OCO4)ccc2O[C@H]1CN(C)Cc1ccccc1 was read as Pf Dd2 inh -7, T cruzi growth 61, C diff HTS -16 and GASC1 inh -1.8.
`C[C@H](CO)N1C[C@H](C)[C@H](CN(C)S(=O)(=O)c2ccc(Cl)cc2)Oc2c(NC(=O)Nc3ccc4c(c3)OCO4)cccc2C1=O` gave Pf Dd2 inh 1 and T cruzi growth 45.
`O=C(C[C@@H]1C=C[C@@H](NC(=O)c2ccc(F)cc2)[C@@H](CO)O1)NCCc1ccccc1` gave Pf Dd2 inh 16, T cruzi growth -67, C diff HTS 0 and GASC1 inh -2.0.
For O=C1CN(Cc2ccc(F)cc2)C[C@@H]2[C@@H](c3ccc(Br)cc3)[C@@H](CO)N12 the results were Pf Dd2 inh 39, C diff HTS 6 and GASC1 inh -2.8.
`COc1ccccc1S(=O)(=O)N1C[C@@H]2N[C@H](C1)C2c1ccc(-c2ccccc2C)cc1` (stereo partly specified) gave Pf Dd2 inh -18&-30, C diff HTS 49&60 and GASC1 inh -0.5.
`N#C[C@H]1N[C@@H](CO)[C@@H]1c1ccc(C2=CCCC2)cc1` gave Pf Dd2 inh 21, T cruzi growth 88 and C diff HTS -10.
For COc1cccc(C#Cc2ccc3c(c2)[C@@H]2[C@@H](CCN2C(=O)CC2CC2)[C@H](CO)N3)c1 the results were Pf Dd2 inh -70, C diff HTS -1 and GASC1 inh 1.1.
Screening CCN1[C@H](C(=O)NC2Cc3ccccc3C2)[C@@H](CO)[C@@H]2Cn3c(cccc3=O)[C@@H]21 returned T cruzi growth 62, C diff HTS 2 and GASC1 inh 0.9.
`O=C(C[C@H]1CC[C@@H]2[C@H](COC[C@@H](O)CN2Cc2nccs2)O1)NCc1ccccc1Cl` gave Pf Dd2 inh 11, T cruzi growth -29, C diff HTS 5&-3 and GASC1 inh 0.7.
For C[C@@H]1CN([C@@H](C)CO)C(=O)CCCn2nncc2CO[C@H]1CN(C)C(=O)Nc1cccc(C(F)(F)F)c1 the results were Pf Dd2 inh 26, T cruzi growth 15, C diff HTS -4 and GASC1 inh 1.5.
`CCNC(=O)C[C@H]1CC[C@@H]2[C@@H](COc3ccc(NC(=O)Nc4ccccc4F)cc3C(=O)N2C)O1` gave Pf Dd2 inh -6, T cruzi growth 4, C diff HTS 7 and GASC1 inh 0.4.
For Cc1ccc(S(=O)(=O)N(C)C[C@H]2Oc3ccc(NC(=O)CCCCCC(=O)Nc4ccccc4N)cc3C(=O)N([C@@H](C)CO)C[C@@H]2C)cc1 the results were Pf Dd2 inh -55, T cruzi growth 25, C diff HTS 3 and GASC1 inh 1.4.
`Cc1ccc(S(=O)(=O)Nc2ccc3c(c2)CC(=O)N([C@H](C)CO)C[C@@H](C)[C@H](CN(C)Cc2ccc(C(F)(F)F)cc2)O3)cc1` gave Pf Dd2 inh 32, T cruzi growth 77 and GASC1 inh -2.6.
C[C@H]1CCCCO[C@H](CN(C)C(=O)Nc2ccc(C(F)(F)F)cc2)[C@@H](C)CN([C@@H](C)CO)C(=O)c2cc(NS(C)(=O)=O)ccc2O1 was read as Pf Dd2 inh -45, T cruzi growth 97*, C diff HTS 4 and GASC1 inh -0.9.
For C[C@H]1CN([C@@H](C)CO)C(=O)CCCn2nncc2CO[C@H]1CN(C)Cc1ccc2cccnc2c1 the results were Pf Dd2 inh -13, T cruzi growth 33 and GASC1 inh 0.7.
`C[C@H]1CN([C@@H](C)CO)C(=O)c2cccc(NS(=O)(=O)c3cccs3)c2O[C@@H]1CN(C)S(=O)(=O)c1ccc(Cl)cc1` gave Pf Dd2 inh -3, T cruzi growth 20, C diff HTS 2 and GASC1 inh 0.2.
For CCCC#Cc1ccc([C@H]2[C@@H](CO)N3C(=O)CN(S(=O)(=O)Cc4ccccc4)C[C@@H]23)cc1 the results were Pf Dd2 inh 42, C diff HTS 12 and GASC1 inh 0.1.
Cc1noc(C)c1S(=O)(=O)N(C)C[C@H]1OCCCC[C@@H](C)Oc2ccc(NC(=O)NC(C)C)cc2C(=O)N([C@H](C)CO)C[C@@H]1C was read as Pf Dd2 inh 8, T cruzi growth 9, C diff HTS 1 and GASC1 inh 1.6.
For COCc1cn(CC[C@H]2CC[C@H](NC(=O)Nc3ccc(OC)cc3)[C@H](CO)O2)nn1 the results were Pf Dd2 inh -17, T cruzi growth 13, C diff HTS 6 and GASC1 inh 89*.
`CCCN(C)C[C@@H]1Oc2cc(C#CCc3ccccc3)ccc2S(=O)(=O)N([C@H](C)CO)C[C@@H]1C` gave Pf Dd2 inh -48, T cruzi growth 80, C diff HTS 8 and GASC1 inh 24.
For CCCN(C)C[C@@H]1Oc2cc(-c3ccccc3C)ccc2S(=O)(=O)N([C@H](C)CO)C[C@@H]1C the results were Pf Dd2 inh -33, C diff HTS -2 and GASC1 inh -0.6.
For C[C@@H]1CN([C@@H](C)CO)C(=O)CCCn2nncc2CO[C@H]1CN(C)C(=O)Nc1ccc(C(C)(C)C)cc1 the results were Pf Dd2 inh 20, T cruzi growth -8, C diff HTS 4 and GASC1 inh -1.6.
`O=C(C[C@@H]1CC[C@@H]2[C@H](COC[C@@H](O)CN2Cc2ccc(C(F)(F)F)cc2)O1)N1CCc2ccccc2C1` gave Pf Dd2 inh -61, C diff HTS 41&7 and GASC1 inh 2.2.
Screening C[C@H](CO)N1C[C@H](C)[C@H](CN(C)S(C)(=O)=O)OCCCC[C@H](C)Oc2ccc(NS(=O)(=O)c3ccccc3)cc2C1=O returned Pf Dd2 inh 31, T cruzi growth -6, C diff HTS 16 and GASC1 inh 0.0.
`CN(C)C(=O)c1cccc(-c2ccc([C@H]3[C@@H](C#N)N(C(=O)C4CC4)[C@H]3CO)cc2)c1` gave Pf Dd2 inh 6, T cruzi growth -15, C diff HTS -15 and GASC1 inh 0.1.
For COc1cccc(-c2ccc([C@H]3[C@H](CO)N4C(=O)CN(C(=O)C5CCOCC5)C[C@@H]34)cc2)c1 the results were Pf Dd2 inh -6, C diff HTS 3 and GASC1 inh 0.0.
`C[C@H]1CN([C@@H](C)CO)C(=O)c2c(c3ccccc3n2C)-c2ccccc2CO[C@@H]1CN(C)Cc1ccccc1C(F)(F)F` gave Pf Dd2 inh -85*, C diff HTS 18 and GASC1 inh -5.7.
